# Screening results (PubChem)
# HT29 cell growth-1 – HT29 colon tumor cell growth inhibition, primary screen, imaging, high content imaging, 48 h, CellTiter-Glo (AID 771); growth inhibition, % at 10 µM; HT29 cell growth, HCS imaging cell count, 48 h; active compounds read high; 3,300 tested, 2% active;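 active = growth inhibition above 90%, meaning viable cell count by imaging cut by more than 90% versus vehicle controls; inactive = growth inhibition below 90%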;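 also: percent fewer viable cells counted by imaging than vehicle controls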
# AID772 – HT29 colon tumor cell growth inhibition, primary screen, imaging, high content imaging, 72 h, CellTiter-Glo (AID 772); HT29 cell growth, HCS imaging cell count, 72 h; active compounds read high; 3,300 tested, 0.6% active; growth inhibition, % at 10 µM;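 active = growth inhibition above 90%, meaning viable cell count cut by more than 90% versus vehicle controls; inactive = growth inhibition below 90%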
# HT29 cell growth-2 – HT29 colon tumor cell growth inhibition, primary screen, imaging, high content imaging, 24 h, CellTiter-Glo (AID 770). HT29 cell number by imaging, 24 h; active compounds read high. growth inhibition, % at 10 µM. 3,300 tested, under 10 active;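 active = growth inhibition above 90% in viable cell count at a single dose; inactive = growth inhibition below 90%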
# A549 NSCLC growth – A549 NSCLC cell proliferation inhibitors – ATP luminescence, human non-small cell lung line, primary screen (AID 371); A549 growth inhibition, ATP luminescence; active compounds read high; growth inhibition, % at 10 µM; 3,300 tested, 8.4% active;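 active = mean growth inhibition over the two runs of 50% or more; inactive = mean growth inhibition under 50%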;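 also: compound exposure lasted 72 h before the ATP read; 0% = untreated cell signal and 100% = no luminescence left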
# AID364 – cytotoxicity toward Jurkat T cells, primary screen, cell-based, Jurkat E6.1, NIH starter set (AID 364). 3,300 tested, 2% active. inhibition, % at 4 µM, or CC50 in µM where a hit was titrated. Jurkat E6.1 viability, ATP luminescence, 48 h; higher % means a stronger effect;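 active = concentration giving half-maximal inhibition at or below 20 micromolar; inactive = half-maximal concentration above 20 micromolar, or not dose tested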;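 also: 100% = cells treated with 4 µM doxorubicin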
# HT29 cell growth-2 condensed nuclei – further read-out of HT29 cell growth-2, marked with its call; condensed nuclei, %; measured here: percent cells with condensed nuclei;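 share of cells whose nuclear area falls below control median minus 1.5 SD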
# HT29 cell growth-2 ATP viability – also measured in HT29 cell growth-2; calls as there; growth inhibition, %; measured here: ATP CellTiter-Glo viability
# HT29 cell growth-1 condensed nuclei – further read-out of HT29 cell growth-1, marked with its call; condensed nuclei, %; measured here: percent cells with condensed nuclei;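 condensed means Hoechst nuclear area under control median minus 1.5 SD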
# HT29 cell growth-1 ATP viability – second read-out of HT29 cell growth-1, no call of its own (marks repeat the call); growth inhibition, %; measured here: ATP CellTiter-Glo viability inhibition
# AID772 condensed nuclei – further read-out of AID772, marked with its call; condensed nuclei, %; measured here: percent cells with condensed nuclei;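 condensed means nuclear area below control median minus 1.5 SD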
# AID772 second – recorded beside AID772, whose call it bears; growth inhibition, %; measured here: ATP CellTiter-Glo viability
# Numbers without * were called inactive; . = not tested or not shown. Not all compounds are listed (hit frequency here may not be typical).
SMILES,HT29 cell growth-1,HT29 cell growth-1 condensed nuclei,HT29 cell growth-1 ATP viability,AID772,AID772 condensed nuclei,AID772 second,HT29 cell growth-2,HT29 cell growth-2 condensed nuclei,HT29 cell growth-2 ATP viability,A549 NSCLC growth,AID364
CCCCCCOc1ccc(C(=O)n2cnc(N)n2)cc1,-25,2.2,-17,-141,2,-47,-1,1.5,-16,12,-3%
CN=C(c1ccco1)n1c(=S)nc(-c2ccco2)n(C)c1=S,2,3.7,-22,6,4,-31,-35,2.2,-9,6,13%
c1ccc(-c2nn3c(C4CCCCC4)nnc3s2)cc1,34,1.9,4,-24,5,7,38,2.6,7,6,-12%
O=c1c(F)cn(C2CCCO2)c(=O)n1Cc1ccccc1Cl (stereo unspecified),-18,2.4,-16,15,3,-5,26,4.2,0,2,1%
O=S(=O)(c1ccccc1)N1CCC(N2CCCCCC2)CC1,-8,2.7,5,-28,13,-15,-25,1.6,-3,11,8%
CCOc1cccc(-c2nnc3sc(-c4ccco4)nn23)c1,28,1.7,-2,-52,2,-47,14,2.3,-1,16,-9%
COC(=O)CSc1nc2sc3c(c2c(=O)n1C1CCCCC1)CCN(C)C3,32,4.2,-21,17,3,21,-34,3.0,2,7,3%
CC(C(=O)O)c1ccc(-c2ccccc2)c(F)c1 (stereo unspecified),24,3.4,.,45,6,18,26,4.3,17,2,9%
Nc1nc(NC(=O)c2cccs2)nn1-c1ccccc1,-2,0.8,-4,-79,4,-62,-29,3.7,-14,-4,-7%
CC(C)C(=O)N1CCN(c2nc(-c3ccccc3)c3c(c2C#N)CCCC3)CC1,56,3.6,51,46,12,40,16,1.5,25,68*,-6%
Cc1cc(=O)oc(C)c1C(=O)NC1CC(C)(C)NC(C)(C)C1,20,1.5,-10,8,6,-11,14,3.3,-9,5,-4%
CCOc1ccc(CCNC(=O)C(O)c2ccccc2)cc1 (stereo unspecified),18,3.1,-20,3,15,27,22,5.3,10,1,0%
CN1CCN(CC(=O)N2c3ccccc3C(=O)Nc3cccnc32)CC1,-40,1.2,.,-17,7,7,-13,1.6,0,7,-2%
CN(C)c1nc(OCCOC(=O)Nc2ccc(Cl)cc2Cl)nc(N(C)C)n1,-3,2.9,-17,38,6,38,-30,1.5,-10,25,8%
Cc1ccc(-n2ncc3c(N4CCC(C(N)=O)CC4)ncnc32)c(C)c1,23,1.5,-10,27,3,-17,-21,3.0,-8,8,8%
CCc1ccc(NC(=O)CSC2=C(C#N)C(c3ccc4c(c3)OCO4)CC(=O)N2)cc1 (stereo unspecified),14,3.4,-10,-57,5,-18,23,6.4,-11,8,14%
COc1ccc(Cn2c(N)c(C#N)c3nc4ccccc4nc32)cc1OC,22,1.4,7,48,17,0,-18,2.2,-2,12,-5%
CC(C)(C#N)C(C)(C)c1nn[nH]n1,-13,9.5,-16,-28,4,-17,15,3.4,0,-3,-4%
Cn1c(=O)c2c(nc(NCc3ccc4c(c3)OCO4)n2Cc2ccccc2Cl)n(C)c1=O,29,1.0,29,-11,15,15,30,4.7,14,20,4%
Cc1ccnc(N2CCN(c3c4c(c(C#N)c5nc6ccccc6n35)CCC4)CC2)c1,25,0.6,8,25,3,-16,-11,4.7,0,7,2%
COc1ccc(C2=CC(c3ccc(C)cc3)n3nnnc3N2)cc1 (stereo unspecified),11,2.7,-4,15,2,-15,9,1.6,-1,28,-8%
c1coc(-c2nc3nc4ccccc4nc3n2-c2ccc3c(c2)OCCO3)c1,-21,3.3,-2,-36,4,-19,-12,3.0,1,15,1%
Cn1ccnc1C(O)c1ccc(OCc2ccccc2)cc1 (stereo unspecified),-2,3.0,-7,17,2,-13,-8,2.2,-11,8,-1%
O=C1C(=O)N(Cc2cccnc2)C(c2ccccn2)/C1=C(/O)c1ccccc1 (stereo unspecified),13,3.1,18,-44,2,-49,-36,3.1,-14,-9,1%
O=C(C1=C(O)C(=O)N(CCN2CCOCC2)C1c1cccnc1)c1cc2ccccc2o1 (stereo unspecified),21,2.7,-24,-39,2,-76,19,3.1,-7,3,-5%
O=C(O)C1CSC(CCc2ccccc2)N1 (stereo unspecified),-34,1.2,-13,-59,4,-16,-44,1.0,-10,6,-4%
CCCC(=O)N1CCN(c2nc(CC(C)C)c3c(c2C#N)CCC3)CC1,22,7.8,-4,52,2,-11,19,9.4,1,54*,1%
O=C(CN1C(=O)c2ccccc2C1=O)NCc1ccncc1,-17,7.7,-10,25,1,-8,27,7.8,-5,-2,-5%
CCC(=O)Oc1ccc(C(CC)C(CC)c2ccc(OC(=O)CC)cc2)cc1 (stereo unspecified),-29,1.1,.,-25,2,-16,-18,3.7,-20,62*,-6%
CCCc1cc(=O)oc2c(C)c(O)c(CN3CCCCC3)cc12,-23,1.1,-6,-119,3,-56,-60,2.3,-16,11,-1%
Cn1ncc(N=Cc2ccccc2O)c1C(=O)N1CCOCC1,22,3.8,9,-38,4,-48,-16,2.9,-1,-5,-13%
CC(C)CC(NC(=O)OC(C)(C)C)C(=O)NCc1ccccc1 (stereo unspecified),2,1.9,-22,9,2,-13,1,1.1,-7,-2,2%
CCCCc1nc(N2CCOCC2)c(C#N)c2c1CCCC2,25,3.2,4,-16,5,4,12,5.7,12,16,0%
Cc1ccc2[nH]c3c(c2c1)CCCC3C(N)=O (stereo unspecified),21,2.4,5,21,4,2,-8,4.2,4,1,-1%
Nc1ccc(S(=O)(=O)Nc2ccccn2)cc1,53,2.4,.,11,7,7,8,4.2,16,-6,-2%
CC(C)Oc1ccc(/C(O)=C2/C(=O)C(=O)N(CCN(C)C)C2c2ccco2)cc1 (stereo unspecified),41,4.8,23,25,16,35,34,4.1,7,-2,6%

# Only AID364, HT29 cell growth-1 condensed nuclei and HT29 cell growth-1 ATP viability, for some of the entries so far:
compound	AID364	HT29 cell growth-1 condensed nuclei	HT29 cell growth-1 ATP viability
O=C(O)C1CSC(CCc2ccccc2)N1 (stereo unspecified)	-4%	1.2	-13
CCCC(=O)N1CCN(c2nc(CC(C)C)c3c(c2C#N)CCC3)CC1	1%	7.8	-4
O=C(CN1C(=O)c2ccccc2C1=O)NCc1ccncc1	-5%	7.7	-10

# Back to the main list with the 5 entries that preceded the break.
SMILES,HT29 cell growth-1,HT29 cell growth-1 condensed nuclei,HT29 cell growth-1 ATP viability,AID772,AID772 condensed nuclei,AID772 second,HT29 cell growth-2,HT29 cell growth-2 condensed nuclei,HT29 cell growth-2 ATP viability,A549 NSCLC growth,AID364
CC(C)CC(NC(=O)OC(C)(C)C)C(=O)NCc1ccccc1 (stereo unspecified),2,1.9,-22,9,2,-13,1,1.1,-7,-2,2%
CCCCc1nc(N2CCOCC2)c(C#N)c2c1CCCC2,25,3.2,4,-16,5,4,12,5.7,12,16,0%
Cc1ccc2[nH]c3c(c2c1)CCCC3C(N)=O (stereo unspecified),21,2.4,5,21,4,2,-8,4.2,4,1,-1%
Nc1ccc(S(=O)(=O)Nc2ccccn2)cc1,53,2.4,.,11,7,7,8,4.2,16,-6,-2%
CC(C)Oc1ccc(/C(O)=C2/C(=O)C(=O)N(CCN(C)C)C2c2ccco2)cc1 (stereo unspecified),41,4.8,23,25,16,35,34,4.1,7,-2,6%
CCOC(=O)c1ccccc1OCc1cc(/C=N/n2cncn2)ccc1OC,29,4.0,6,44,12,18,37,2.5,-4,29,23%
CCOC(=O)CNC(=O)Nc1ccccc1C(=O)OC,18,2.0,8,27,6,25,4,2.1,3,-3,-6%
COc1ccc2[nH]c(C)c(C(=O)CN3CCOCC3)c2c1,-34,2.1,-2,52,3,-30,-8,1.7,-4,-7,-3%
COC(=O)c1sc(NC(=O)C(C)C)c(C(=O)OC)c1C,-15,2.7,1,56,6,-9,-1,4.8,-11,9,5%
COCCNc1nc2c(c(=O)n(Cc3ccc(OC)cc3)c(=O)n2C)n1C,29,2.6,2,-28,4,-22,35,3.9,-18,12,0%
C/C(=N\O)c1ccc2[nH]ccc2c1,-8,1.9,-19,-19,4,-47,-3,1.8,-6,9,-11%
OC[C@H]1O[C@@H](n2cnc3c(NC4CCCC4)ncnc32)[C@H](O)[C@@H]1O,19,1.7,.,42,10,13,-38,3.1,2,10,6%
Cc1cc(C)nc(CC(N)=O)n1,3,3.3,-17,-6,4,-38,-29,2.9,-5,1,2%
CC1(C)CC(=O)C2=C(C1)OC(N)=C(C#N)C2C1C=CCCC1 (stereo unspecified),18,3.3,16,59,4,32,20,2.6,12,6,-1%
CCC1CC2(C)NC(=O)c3c(sc4c3CC(C)(C)OC4)N2C1=O (stereo unspecified),-2,0.8,-6,-45,7,-27,29,3.9,-3,5,4%
COc1cc(C2NC(=O)NC(C)=C2C(=O)Nc2cccc(C)c2C)cc(OC)c1OC (stereo unspecified),39,3.1,-5,-33,3,-27,-16,1.9,-14,1,-14%
Cc1cccn2c(=O)c3cc(C(=O)NCc4cccnc4)c(=N)n(C)c3nc12,63,3.1,18,30,9,11,-10,2.7,6,-1,-3%
Cc1cc(=O)n2[nH]c(N3C(=O)CCC3=O)nc2n1,-9,3.0,-27,-80,4,-52,-17,3.5,-3,1,-1%
COc1cc(C)nc(N(C)S(=O)(=O)c2ccccc2Cl)n1,1,3.1,8,7,2,7,8,3.6,-2,25,-9%
CC(Sc1nc(N2CCCCC2)c2c(c1C#N)CCCC2)C(=O)O (stereo unspecified),-8,1.5,9,-37,3,-28,-64,4.6,-14,31,3%
CCC(=O)Nc1c(C#N)c2nc3ccccc3nc2n1C1CCCCC1,-2,1.8,15,-25,5,-23,32,5.2,0,12,5%
Cc1ccc(NC(=O)c2cc(N3CCOCC3)nc3ccccc23)cc1,52,7.7,32,65,7,42,17,4.5,4,40,6%
CCOC(=O)c1[nH]c2ccc(OC)cc2c1NC(=O)CN1CCN(c2ccccn2)CC1,16,2.7,-10,29,2,3,5,3.8,-6,0,-2%
Cc1ccc(-c2ccc(/C=N/c3ncn[nH]3)o2)cc1Cl,-20,0.7,-28,31,2,-11,28,2.2,-4,13,0%
N=c1c2c(-c3ccccc3)c(-c3ccccc3)n(Cc3ccccc3)c2ncn1CCCn1ccnc1,100*,41*,97*,64,38,97,81,23,77,92*,20µM*
C=C(CC)C(=O)c1ccc(OCC(=O)O)c(Cl)c1Cl,-1,0.8,.,-49,2,-15,-8,3.0,-26,10,-6%
CN(C)CC(O)COc1ccc(-c2ccc(C#N)cc2)cc1 (stereo unspecified),71,5.7,52,90*,7.9*,86*,7,7.5,10,64*,-4%
CCC(=O)Oc1ccc(/C(CC)=C(\CC)c2ccc(OC(=O)CC)cc2)cc1,68,11,.,77,16,79,34,4.8,15,72*,-2%
C1CNCCNCCNCCN1,-21,5.2,.,-41,3,-6,6,1.9,-19,2,10%
CC1(C)O[C@@H]2C[C@H]3[C@@H]4C[C@H](F)C5=CC(=O)CC[C@]5(C)[C@H]4[C@@H](O)C[C@]3(C)[C@]2(C(=O)CO)O1,-28,3.5,.,-45,2,-19,-5,4.0,-16,10,2%
O=C1CC(c2ccccc2)n2nc(N3C(=O)c4ccccc4C3=O)nc2N1 (stereo unspecified),0,1.9,-5,-38,7,-32,-7,0.9,-18,-15,12%
COc1ccc(C2NC(=O)NC(O)(C(F)(F)F)C2C(=O)c2ccc(F)cc2)cc1 (stereo unspecified),-2,2.1,-6,-31,9,-26,-34,2.5,1,9,0%
